Bioassay records from PubChem BioAssay.
SMN2 splice enh: SMN2 splice variant enhancement | HEK293 SMN2-luciferase splicing reporter, luminescence, 30-36 h | hit rate 2.8% among 210,000 | Potency, µM (highest dose often 46.1 µM), inactives show top-dose activity change, positive = activation, hits mostly activators | AID 1458; further: potency means the concentration at half of the fitted maximal effect; % of control where 0% means no effect; nearly all actives have a fitted effect of over 55% in size
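HEK293 cells carry an SMN2 minigene-luciferase reporter in which exon 7 inclusion puts luciferase in frame. Cells were seeded at 2000 cells/well, attached for 10-12 hours, then exposed to compounds for 30-36 hours at 37C before ONE-Glo luminescence.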
LMNA splice mod: modulators of lamin A splicing. HeLa LMNA splicing GFP/RFP minigene ratio, 48 h. Potency, µM (top dose mostly 46.1 µM), without a hit: top-dose ratio change, negative = inhibition, hits mostly inhibitors. hit rate 0.01% among 200,000. AID 1487; active means well fitted inhibition curve with a large enough effect in the signal ratio, with a control signal flat, not every such curve was filed as active; inconclusive means small, poorly fitted or top-dose-only effect, or effect the other way, or a change in a side signal; the % refers to the signal ratio; further: potency means the concentration at half of the fitted maximal effect; on the % scale 0 is the no-effect control and ±100 the full control effect
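Read-out is the ratio of GFP to DsRed2 object intensity, acquired by 488 nm laser-scanning cytometry on HeLa lamin A-EGFP minigene reporter cells. Compound incubation 48 hrs at 37 °C in Opti-MEM with 2% FBS; DMSO 0.5% final.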
IMPase Li cell: IMPase inhibition in cells with lithium potentiation | CHO-M1 cells, IP1 TR-FRET (IP-One), carbachol + lithium | AID 1457 | hit rate 0.35% among 210,000 | Potency, µM (doses to about 59.4 µM), for the others: at the top dose activity, negative = IMPase inhibition, hits mostly inhibitors;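 further: IP1 builds up when IMPase is blocked and the TR-FRET signal falls; potency means the concentration at half of the fitted maximal effect; plate controls were basal vehicle for no effect and high inhibitor control for full effect; nearly all actives have a fitted effect of over 50% in size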
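Lithium-sensitised IP1 accumulation assay; M1-expressing CHO cells treated 30 min at 37C with compound. Competitive antibody detection by time-resolved FRET followed a 10 min room-temperature lysis step.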
HttQ103 aggreg: reduces HttQ103-GFP aggregates in PC12 cells; PC12 HttQ103-GFP aggregates, Acumen cytometry, 40 h; Potency, µM (highest dose often 46.1 µM), for the others: at the highest dose activity change, negative = inhibition, hits mostly inhibitors; hit rate 1.1% among 220,000; AID 1688; further: potency means the concentration at half of the fitted maximal effect; on the % scale 0 is the no-effect control and ±100 the full control effect; nearly all actives have a fitted effect of over 60% in size
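Aggregates are detected as GFP objects 1–25 µm with signal 6 STDEV over background in lysates of induced PC12 cells. These carry Huntingtin exon 1 with 103 glutamines fused to GFP under an ecdysone promoter; compounds titrated.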
KinaseGlo FLuc: Kinase-Glo luciferase inhibition (counter-screen) | AID 1379 | Kinase-Glo luciferase, ATP luminescence, 8 min | Potency, µM (top dose mostly 38.3 µM), for the others: top-dose activity change, negative = inhibition, most hits filed as inhibitors | Q27757 | hit rate 0.28% among 200,000; further: potency means the concentration at half of the fitted maximal effect; on the % scale 0 is the no-effect control and ±100 the full control effect; nearly all actives have a fitted effect of over 60% in size
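Recombinant Kinase-Glo luciferase, 10 uM ATP (linear range), luciferin; imidazole pH 7.2 / KCl / MgCl2 / Tween / BSA buffer; 8 min RT; luminescence.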
HTT ATP protect: cytoprotection in Huntington HTT-Q103 PC12 cell model; PC12 HTT-Q103 induced, cytoprotection, ATP luminescence, 40 h; hit rate 0.14% among 230,000; Potency, µM (top dose mostly 56.4 µM), without a hit: cytoprotection (ATP increase), most hits filed as activators;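 further: potency means the concentration at half of the fitted maximal effect; % of control where 0% means no effect; nearly all actives have a fitted effect of over 45% in size; toxic huntingtin expression switched on by the ecdysone agonist tebufenozide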
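Quantitative HTS on tebufenozide-induced (100 nM) PC12 cells expressing HTTQ103 exon 1–GFP; compounds tested as a concentration series; survival measured via cellular ATP.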
CBFb-RUNX1 inh: CBF-beta/RUNX1 interaction disruption. Q01196+Q13951. AlphaScreen CBFb-His/RUNX1-biotin binding, biochemical. Potency, µM (highest dose often 59.8 µM), without a hit: at the top dose activity, negative = inhibition, hits mostly inhibitors. 230,000 tested, under 10 active. AID 1477; further: % of control where 0% means no effect
Target sequence (Q01196 whole entry, looked up): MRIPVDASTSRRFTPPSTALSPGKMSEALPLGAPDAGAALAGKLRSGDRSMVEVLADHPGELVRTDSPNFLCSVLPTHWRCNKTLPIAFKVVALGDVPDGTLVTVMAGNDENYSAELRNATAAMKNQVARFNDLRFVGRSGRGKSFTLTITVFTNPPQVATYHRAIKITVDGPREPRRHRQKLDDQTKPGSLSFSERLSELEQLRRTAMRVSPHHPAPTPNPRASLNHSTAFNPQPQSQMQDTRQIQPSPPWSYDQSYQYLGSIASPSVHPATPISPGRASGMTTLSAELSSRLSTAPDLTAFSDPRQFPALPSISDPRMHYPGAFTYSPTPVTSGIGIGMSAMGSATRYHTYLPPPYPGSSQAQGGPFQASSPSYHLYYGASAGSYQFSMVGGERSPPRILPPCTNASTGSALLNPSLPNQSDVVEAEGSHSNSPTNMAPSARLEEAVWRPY
Target sequence (Q13951 whole entry, looked up): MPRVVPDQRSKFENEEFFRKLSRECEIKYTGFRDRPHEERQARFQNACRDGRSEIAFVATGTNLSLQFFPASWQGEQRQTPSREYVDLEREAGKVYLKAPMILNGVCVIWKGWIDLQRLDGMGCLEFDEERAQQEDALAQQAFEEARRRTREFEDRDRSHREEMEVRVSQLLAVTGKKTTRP
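AlphaScreen binding: CBFb-His and RUNX1-biotin (30 nM each) preincubated 20 min, compound added for 15 min, then nickel and streptavidin beads for 90 min, all at room temperature. Disruption of the interaction by any mechanism counts as activity.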
* marks the source's active call; other numbers are inactive results; ? = inconclusive; · = no result given; [ ] = remark or other dose. Unless noted, the call rests on the fitted dose curve; in most records, active means well fitted curve in the direction sought with a large enough effect; inconclusive means small, poorly fitted or top-dose-only effect, or another doubt; inactive means no such curve, though single readings can be large; an effect the other way counts as inactive or inconclusive.

SMILES	SMN2 splice enh	LMNA splice mod	IMPase Li cell	HttQ103 aggreg	KinaseGlo FLuc	HTT ATP protect	CBFb-RUNX1 inh
CC1CCc2sc(C(=O)N/N=C/C3CCCCC3)cc2C1 (stereo not given)	-4%	-12%	1%	0%	-5%	-1%[10 µM]	5%
FC(F)(F)c1ccc(Oc2ccc3c(C(F)(F)F)cc(C(F)(F)F)nc3n2)cc1	0%	?	5%[38.3 µM]	-13%	8%	3%	9%
CCC(C)c1ccc(C2C3=C(Nc4nc(N)[nH]c(=O)c42)c2ccccc2C3=O)cc1 (stereo not given)	·	?	·	-9%[9.22 µM]	·	-1%[10 µM]	?
CCOC(=O)C(=O)N1CCN(c2ccccc2OC)CC1	3%	?	-10%	18%	-2%	-18%	-2%
Cc1ccc(S(=O)(=O)c2ccc(Cl)cc2)cc1S(=O)(=O)NC(C(=O)O)C(C)C (stereo not given)	9%	-5%	4%	1%	0%	19%[10 µM]	9%
CCc1ccc(C(=O)Nc2cc(C)ccc2F)s1	?	·	30%	16%[9.22 µM]	-27%	-20%	-1%
O=C(O)CCC(=O)Nc1ccc2c(c1)oc1ccccc12	17%	5%	23%[38.3 µM]	-2%	-1%	-7%[1.9 µM]	10%
O=C1COc2ccc(-c3csc(NCC4CCCO4)n3)cc2N1 (stereo not given)	-24%	-1%	-5%[38.3 µM]	-7%	-1%	-11%	-2%
CCn1c(-c2nn(-c3ccc(C)cc3)ccc2=O)n[nH]c1=S	1%	·	2%	?	2%	-39%[inhibitor]	6%
Cn1c(C(C)(O)C(O)c2ccccc2)nc2ccccc21 (stereo not given)	-33%[inhibitor]	0%	1%	9%	5%	6%[10 µM]	-2%
CCOc1ccc2[nH]cc(S(=O)(=O)c3ccc(F)cc3)c(=O)c2c1	-41%[inhibitor]	?	5%[38.3 µM]	?	1%	-5%	1%
O=[N+]([O-])c1ccc(N2CCOCC2)cc1NCc1ccccc1	2%	10%	-11%[38.3 µM]	17%	-2%	4%	-27%
CCOc1ccc(NC(=O)CSc2nnc(-c3ccoc3C)n2CC2CCCO2)cc1 (stereo not given)	-11%	4%	11%	19%	2%	18%[10 µM]	0%
COc1ccc(S(=O)(=O)NCc2ccco2)cc1-c1nnc2c3ccccc3c(C)nn12	·	1%	20%[38.3 µM]	4%	1%	-3%	2%
Cc1[nH]c(=O)[nH]c(=O)c1CSc1nnc([C@@H](NC(=O)OC(C)(C)C)C(C)C)o1	-15%	1%	-17%[38.3 µM]	1%	-5%	0%	7%
O=[N+]([O-])c1ccc(Sc2cccc3cccnc23)c2cccnc12	·	·	7%	25%	-1%	17%	-2%
Cn1c2ccccc2c(=O)c2c(O)cccc21	1%	?	-9%	?	3%	-54%[inhibitor]	-10%
O=C(NNc1nc2ccc(F)cc2s1)c1cccc(F)c1	-21%	·	-1%	13µM*	3%	·	-12%
CCOC(=O)c1ccc(N/C=C2/CCCC(C)C2=O)cc1 (stereo not given)	?	3%	17%[38.3 µM]	24%	-12%	0%	-4%
COCc1cc(Sc2c(Cl)cccc2Cl)nc(-c2ccccc2)n1	-20%	-7%	2%[38.3 µM]	-7%	1%	2%	?
CN1CCN(S(=O)(=O)c2ccc(N)cc2)CC1	-1%	-9%	11%	-29%	1%	-14%	-3%
CCC(=O)Nc1ccc(S(=O)(=O)NCc2ccco2)cc1	1%	7%	3%[38.3 µM]	10%[1.84 µM]	2%	0%	-3%
Cc1[nH]c(=O)cc2ccccc12	0%	8%	-28%[38.3 µM]	26%	-1%	5%	-10%
CCOC(=O)C1=C(C)NC(=O)NC1c1ccc(F)cc1 (stereo not given)	-12%	-3%	-9%	5%	3%	-4%[10 µM]	1%
COc1cnc(-c2ccccc2)nc1Oc1ccc(C(C)(C)C)cc1	-16%	1%	8%[38.3 µM]	-15%	-2%	-17%	-2%
CCC(C)n1cnc2c(c1=O)c1nc3ccccc3nc1n2Cc1ccc(OC)cc1 (stereo not given)	-26%	?	4%[38.3 µM]	-27%	0%	-50%[inhibitor]	3%
O=C(NCC1CC1)c1ccc(Oc2cc(Cl)cc(Cl)c2)o1	·	·	·	6%[9.22 µM]	·	12%[10 µM]	5%
O=C(Nc1ccccc1)C1CCN(C(=O)c2ccc([N+](=O)[O-])cc2)CC1	-11%	?	6%	4%[9.22 µM]	3%	-40%[inhibitor]	8%
COc1cc2cc(C(N)=O)c(N)nc2cc1OC	5%	3%	12%[38.3 µM]	22%	-2%	19%	-2%
C=CCN1C(=O)C(CC(=O)NCC)SC1=Nc1ccc(S(N)(=O)=O)cc1 (stereo not given)	4%	-4%	0%	1%	2%	1%[10 µM]	1%
CC(=O)Nc1cc(C(=O)OCC(=O)c2ccc(C)cc2)ccc1C	?	-2%	2%	-3%	1%	8%[10 µM]	-3%
CCCC/C(C)=N/NC(=O)CN(c1ccc(Br)cc1)S(=O)(=O)c1ccccc1	-12%	?	1%	-8%	1%	·	-2%
CSc1nc(-c2ccccc2)nc(N2CCCC2)c1C(C)=O	-6%	?	0%[38.3 µM]	1%	0%	-12%	13%
O=S(=O)(NCc1ccc(Cl)cc1Cl)c1ccc(N2CCOCC2)nc1	·	·	·	12%[9.22 µM]	·	7%[10 µM]	2%
CC(C)(C)N(Cc1ccccc1)C(=O)c1ccc2c(c1)OCCO2	-8%	?	7%[38.3 µM]	-16%	10%	16%[0.074 µM]	1%
CC(=O)c1cccc(-n2nnnc2SCC(=O)NNC(=O)C2CCCCC2)c1	3%	7%[9.22 µM]	-2%	10%	1%	2%	7%
COc1ccccc1NC1=C(NC(C)=O)C(=O)c2ccccc2C1=O	-59%[inhibitor]	?	57%[activator]	28%	?	13%[10 µM]	-8%
O=C(NCc1ccc2c(c1)OCO2)C1CCCN1C(=O)Nc1cccc(F)c1 (stereo not given)	-9%	-8%	0%	-9%	0%	-20%[10 µM]	1%
O=C(NCCCN1CCOCC1)c1cc(-c2ccccc2)on1	-18%	28%	2%[38.3 µM]	?	4%	12%[0.074 µM]	9%
CCN1CCCC(OC(=O)Nc2ccccc2)C1 (stereo not given)	3%	9%	6%[38.3 µM]	-5%	7%	-10%[0.074 µM]	3%

Not a retest: an excerpt of the list.
SMILES	SMN2 splice enh	LMNA splice mod	IMPase Li cell	HttQ103 aggreg	KinaseGlo FLuc	HTT ATP protect	CBFb-RUNX1 inh
CN1CCN(S(=O)(=O)c2ccc(N)cc2)CC1	-1%	-9%	11%	-29%	1%	-14%	-3%
CCC(=O)Nc1ccc(S(=O)(=O)NCc2ccco2)cc1	1%	7%	3%[38.3 µM]	10%[1.84 µM]	2%	0%	-3%
Cc1[nH]c(=O)cc2ccccc12	0%	8%	-28%[38.3 µM]	26%	-1%	5%	-10%
CCOC(=O)C1=C(C)NC(=O)NC1c1ccc(F)cc1 (stereo not given)	-12%	-3%	-9%	5%	3%	-4%[10 µM]	1%
COc1cnc(-c2ccccc2)nc1Oc1ccc(C(C)(C)C)cc1	-16%	1%	8%[38.3 µM]	-15%	-2%	-17%	-2%
CCC(C)n1cnc2c(c1=O)c1nc3ccccc3nc1n2Cc1ccc(OC)cc1 (stereo not given)	-26%	?	4%[38.3 µM]	-27%	0%	-50%[inhibitor]	3%
O=C(NCC1CC1)c1ccc(Oc2cc(Cl)cc(Cl)c2)o1	·	·	·	6%[9.22 µM]	·	12%[10 µM]	5%
O=C(Nc1ccccc1)C1CCN(C(=O)c2ccc([N+](=O)[O-])cc2)CC1	-11%	?	6%	4%[9.22 µM]	3%	-40%[inhibitor]	8%
COc1cc2cc(C(N)=O)c(N)nc2cc1OC	5%	3%	12%[38.3 µM]	22%	-2%	19%	-2%
C=CCN1C(=O)C(CC(=O)NCC)SC1=Nc1ccc(S(N)(=O)=O)cc1 (stereo not given)	4%	-4%	0%	1%	2%	1%[10 µM]	1%
CC(=O)Nc1cc(C(=O)OCC(=O)c2ccc(C)cc2)ccc1C	?	-2%	2%	-3%	1%	8%[10 µM]	-3%
CCCC/C(C)=N/NC(=O)CN(c1ccc(Br)cc1)S(=O)(=O)c1ccccc1	-12%	?	1%	-8%	1%	·	-2%
CSc1nc(-c2ccccc2)nc(N2CCCC2)c1C(C)=O	-6%	?	0%[38.3 µM]	1%	0%	-12%	13%
O=S(=O)(NCc1ccc(Cl)cc1Cl)c1ccc(N2CCOCC2)nc1	·	·	·	12%[9.22 µM]	·	7%[10 µM]	2%
CC(C)(C)N(Cc1ccccc1)C(=O)c1ccc2c(c1)OCCO2	-8%	?	7%[38.3 µM]	-16%	10%	16%[0.074 µM]	1%
CC(=O)c1cccc(-n2nnnc2SCC(=O)NNC(=O)C2CCCCC2)c1	3%	7%[9.22 µM]	-2%	10%	1%	2%	7%
COc1ccccc1NC1=C(NC(C)=O)C(=O)c2ccccc2C1=O	-59%[inhibitor]	?	57%[activator]	28%	?	13%[10 µM]	-8%

Following part.
SMILES	SMN2 splice enh	LMNA splice mod	IMPase Li cell	HttQ103 aggreg	KinaseGlo FLuc	HTT ATP protect	CBFb-RUNX1 inh
CC(=O)Nc1ccc(C2=NN(CC#N)C(=O)SC2)cc1	-8%	10%	-10%[38.3 µM]	10%	-2%	4%	4%
Cc1ccc(N=C/C(C(=O)C(F)(F)F)=C(\O)c2cccs2)cc1	?	12%	11%[38.3 µM]	2%	-2%	-103%[inhibitor]	3%
C(=N\Nc1ncnc2ccccc12)/c1ccccc1	16µM*	?	6%	-20%	-7%	20%[10 µM]	-24%
CC1=C(C(=O)OCC(C)C)C(c2ccsc2)C2=C(CCCC2=O)N1 (stereo not given)	-8%	-3%	-2%	6%	-3%	-3%[10 µM]	10%
Cc1ccc(Cl)cc1Nc1nc(-c2sc(NC(=O)c3ccco3)nc2C)cs1	-77%[inhibitor]	?	3%[38.3 µM]	-12%	7%	-55%[inhibitor]	-6%
